AmpC inh detg = qHTS Inhibitors of AmpC Beta-Lactamase (assay with detergent); AmpC hydrolysis of nitrocefin, absorbance 480 nm, 0.01% Triton; Potency, µM (titrated, usually from 114 µM), inactives show top-dose activity change, negative = inhibition, hits mostly inhibitors; 370,000 compounds, 0.041% hits;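 also: potency is read from the fitted curve at half-maximal effect; 0% = no-compound wells and -100% = no-enzyme wells; nearly all actives have a fitted effect of over 25% in size; some results filed as inactive show a strong effect at the top dose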
Target sequence (P00811 whole entry, looked up): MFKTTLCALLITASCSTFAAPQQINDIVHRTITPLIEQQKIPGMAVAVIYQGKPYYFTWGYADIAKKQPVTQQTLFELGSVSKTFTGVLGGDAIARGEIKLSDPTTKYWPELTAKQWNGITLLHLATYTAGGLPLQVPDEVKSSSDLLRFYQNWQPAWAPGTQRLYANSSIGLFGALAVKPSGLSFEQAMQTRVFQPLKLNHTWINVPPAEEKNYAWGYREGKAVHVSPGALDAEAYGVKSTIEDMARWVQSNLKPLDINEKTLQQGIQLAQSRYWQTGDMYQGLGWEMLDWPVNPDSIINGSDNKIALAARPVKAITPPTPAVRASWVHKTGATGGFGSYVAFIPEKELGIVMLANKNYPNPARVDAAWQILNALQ
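AmpC (5.3 nM in the dispensed reagent) in 20 mM phosphate pH 7.0 with 0.01% (detergent screen) or 0.0001% Triton X-100 was preincubated with compounds for 15 min at room temperature. Nitrocefin was then added from an 800 uM solution, and hydrolysis was followed at 480 nm.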
HCV inhibitor = qHTS Assay for Inhibitors of Hepatitis C Virus (HCV). Huh7.5.1 HCVcc-Cre infection, luciferase reporter, 44 h. Potency, µM (doses to about 41.8 µM), without a hit: at the highest dose activity change, negative = inhibition, usual class: inhibitors. 340,000 compounds, 3.4% hits; also: potency is read from the fitted curve at half-maximal effect
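Whole-lifecycle infectious HCVcc-Cre system; cells 1,000/well, compound then virus (~0.5 moi) added 4 h after plating, 44 h culture. Luciferase read 15 sec following 15 min substrate incubation, room temp.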
AmpC no deterg = qHTS Inhibitors of AmpC Beta-Lactamase (assay without detergent); 330,000 compounds, 0.52% hits; Potency, µM (doses to about 57.1 µM), for inactives: at the top dose activity change, negative = inhibition, usual class: inhibitors; P00811; AID 485341, 2010; AmpC nitrocefin hydrolysis, absorbance 480 nm, 0.0001% Triton;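 also: potency is read from the fitted curve at half-maximal effect; plate controls were no compound for no effect and no enzyme for full effect; nearly all actives have a fitted effect of over 20% in size; some results filed as inactive show a strong effect at the top dose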
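20 mM phosphate pH 7.0 + 0.01% (detergent screen) or 0.0001% Triton X-100; 5.3 nM AmpC reagent; cpd preinc 15 min RT; nitrocefin (800 uM stock) to start; A480 q20 s × 4 min; Activity was normalised to no-enzyme and no-compound control wells.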
HCMV inh = qHTS Assay for inhibitors of the human cytomegalovirus (HCMV). activity change, negative = inhibition, % at 57.5 µM. 410,000 compounds, 4.5% hits. HFF cells, HCMV-luciferase reporter, 72 h; stronger effect = lower value; in the data active = activity change below about -60%; inconclusive = no clear call, values can overlap the other calls; inactive = above about -39%
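Human foreskin fibroblasts infected with luciferase-reporter HCMV at MOI 1 PFU/cell, compounds at two doses. Luciferase measured 72 h post infection; normalized to buffer-only basal and Salinomycin (10uM) controls.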
AMA1 RON2 block = qHTS for Inhibitors of AMA1-RON; Towards Development of Antimalarial Drug Lead: Primary Screen | Potency, µM (highest dose often 58.2 µM), inactives show top-dose activity change, negative = inhibition, actives largely listed as inhibitors | AID 720542, 2013 | Plasmodium falciparum AMA1 (3D7) - RON2 peptide interaction | 360,000 compounds, 0.2% hits | AlphaScreen AMA1-biotinylated RON2 peptide binding;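 also: potency is read from the fitted curve at half-maximal effect; 0% = vehicle wells and -100% = peptide control; nearly all actives have a fitted effect of over 45% in size; some results filed as inactive show a strong effect at the top dose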
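AMA1 (3D7) with his tag at 25 nM final met compounds first, then biotinylated RON2 peptide at 25 nM; detection used donor plus acceptor beads, 10 µg/mL apiece, read by AlphaScreen after 30 min at room temperature.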
TbPYK inhibitor = qHTS of Trypanosoma Brucei Inhibitors. TbPYK enzyme, Kinase-Glo Plus ATP luminescence, 45 min. 410,000 compounds, 0.12% hits. AID 624173, 2012. Potency, µM (highest dose often 76.8 µM), inactives show at the highest dose activity, negative = inhibition, usual class: inhibitors. pyruvate kinase (Trypanosoma brucei), Q57TT1; also: potency is read from the fitted curve at half-maximal effect; nearly all actives have a fitted effect of over 50% in size
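Screened from lowest to highest concentration, compounds were pinned into TbPYK/substrate mixtures, and ADP (130 uM final) was added. Plates sat at room temperature for 45 min prior to Kinase-Glo Plus detection by luminescence.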
LmPK inh = qHTS Assay for Inhibitors of Leishmania Mexicana Pyruvate Kinase (LmPK). purified LmPK, Kinase-Glo ATP luminescence, 1 h. Potency, µM (top dose mostly 57.5 µM), inactives show at the highest dose activity change, negative = inhibition, actives largely listed as inhibitors. 290,000 compounds, 0.37% hits. AID 1721, 2009; also: potency is read from the fitted curve at half-maximal effect
Target sequence (Q27686 whole entry, looked up): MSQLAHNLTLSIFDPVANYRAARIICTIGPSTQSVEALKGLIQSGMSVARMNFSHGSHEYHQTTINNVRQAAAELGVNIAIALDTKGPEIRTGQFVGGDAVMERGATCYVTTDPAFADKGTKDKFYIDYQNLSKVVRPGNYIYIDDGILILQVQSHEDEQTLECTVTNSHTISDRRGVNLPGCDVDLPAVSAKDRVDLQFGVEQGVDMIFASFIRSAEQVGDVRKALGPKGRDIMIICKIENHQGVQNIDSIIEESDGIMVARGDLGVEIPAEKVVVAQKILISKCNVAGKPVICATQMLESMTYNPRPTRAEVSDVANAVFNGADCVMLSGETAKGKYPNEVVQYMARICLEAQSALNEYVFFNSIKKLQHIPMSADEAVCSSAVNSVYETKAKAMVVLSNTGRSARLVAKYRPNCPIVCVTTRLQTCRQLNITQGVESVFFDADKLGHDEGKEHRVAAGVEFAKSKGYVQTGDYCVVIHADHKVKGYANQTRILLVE
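qHTS format; LmPK 0.1 nM; substrates PEP 0.5 mM and ADP 0.1 mM. One-hour room-temperature incubation, then coupled luciferase luminescence; 0.5 nM enzyme wells mark activation.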
* marks the source's active call; other numbers are inactive results; ? = inconclusive; · = not tested or not shown; & = joins results of further samples; [ ] = another dose, or the depositor's remark. Unless noted, calls follow the shape of the dose curve; as a rule, active = well fitted curve in the direction sought with a large enough effect; inconclusive = small, poorly fitted or top-dose-only effect, or another doubt; inactive = no such curve, though single readings can be large; an effect the other way counts as inactive or inconclusive. Unless noted, % is scaled to controls: 0 for no effect and ±100 for the full control effect.

nr	mol	AmpC inh detg	HCV inhibitor	AmpC no deterg	HCMV inh
1	CCOC(=O)CCCOC(=O)c1ccc(S(=O)(=O)N(C)C)cc1	-3%	5%	-3%	60
2	Cc1nn(CC(=O)c2ccc3c(c2)OCCO3)c(=O)c(C#N)c1C	·	6%	-11%	-34
3	CC(C)OCc1c(C(=O)OC/C(O)=C(\C#N)c2nc3ccccc3[nH]2)oc2ccccc12	-4%	4%	-43%	-29
4	CC(=O)c1cccc(Nc2ccc(-c3ccccc3F)nn2)c1	3%	?	-48%	77
5	CCC(=NCCc1c(C)[nH]c2ccc(C)cc12)C1=C(O)CC(c2ccccc2)CC1=O (stereo not drawn)	-10%	?	-33%	-77*
6	CC(/C=C/c1ccccc1)=N\NC(=O)c1ccc2c(c1)OCCO2	?	?	-12%	-17
7	CCO[C@@H]1OC(C(=O)NCc2nc3ccccc3[nH]2)=C[C@H](C(C)(C)C)[C@H]1CCCO	·	-9%	·	-80*
8	O=C1NC(c2ccc(-c3ccccc3[N+](=O)[O-])o2)C(C(=O)c2ccccc2)C(O)(C(F)(F)F)N1 (stereo not drawn)	?	-11%	0%	2
9	Cc1c(Cl)cccc1Nc1nc2ccc(C(=O)c3ccccc3)cc2n2cnnc12	17%	·	·	0
10	CCC(=O)N1CCc2cc(S(=O)(=O)CCC(=O)NCc3ccco3)ccc21	-7%	4%	-15%	?
11	Cc1ccc(SCC(=O)OCC(=O)N(C)CC(=O)Nc2ccccc2Cl)cc1C	-1%	-8%	39%	-1
12	CCc1ccccc1N1CC(c2nc3ccccc3n2CCCCOc2ccccc2)CC1=O (stereo not drawn)	19%	·	·	-4

nr	AMA1 RON2 block	TbPYK inhibitor	LmPK inh
1	23%	-1%	0%
2	5%	5%	·
3	61%[activator]	1%	-2%
4	16%	-1%	6%
5	-25%	-1%	2%
6	38%[activator]	-5%	-3%
7	0%	0%	·
8	-12%	-3%	-2%
9	·	6%[15.4 µM]	·
10	6%	-11%	-1%
11	2%	-4%	1%
12	·	4%	·

Further structures:
nr	mol	AmpC inh detg	HCV inhibitor	AmpC no deterg	HCMV inh
13	Cc1nn(-c2ccccc2)c(C)c1C(=O)NNC(=O)C(F)(F)F	-2%	-5%	-15%	-9
14	COc1ccc(NC(=O)C2(N(CC(C)C)C(=O)Cn3nnnc3N)CCCCC2)cc1	3%	8%	-28%	32
15	CCc1nn(C(CC)C(=O)NCCCN2CC(C)CC(C)C2)c(=O)c2cc3oc(C)cc3n12 (stereo not drawn)	3%	?	34%	-19
16	O=C(NC1CCCC1)C(=O)N(Cc1cccnc1)C(C(=O)NCC1CCCO1)c1ccco1 (stereo not drawn)	3%	-2%	0%	-3
17	Cc1ccc(C(CNS(=O)(=O)c2ccc(C)cc2)N2CCN(C)CC2)cc1 (stereo not drawn)	?	15%	24%	-39
18	O=C(NS(=O)(=O)c1ccccc1Cl)c1ccc[nH]1	-10%	·	-53%	·
19	CC1CN(C)C(C)(C)CC1(O)c1ccccc1 (stereo not drawn)	1%	4%	-21%	5
20	O=c1[nH]c2ccccc2cc1CN(Cc1cccnc1)S(=O)(=O)c1ccc(Cl)cc1	-11%	7%	37%	-34
21	Cc1ccc(S(=O)(=O)N2CCN(C(=O)CN3C(=O)NC(C)(CCC(C)C)C3=O)CC2)c(C)c1 (stereo not drawn)	·	?	·	-18
22	CCOC(=O)NN1C(=O)c2ccccc2NC12CCCC2	-8%	-2%	-6%	45
23	Cc1nc2c(ccc3nc(NC(=O)Cc4ccccc4)sc32)s1	-6%	10µM*	-59%	28
24	COc1ccc(CNC(=O)C2CCN(S(=O)(=O)N3CC(C)CC(C)C3)CC2)cc1 (stereo not drawn)	-9%	-30%	41%	11

nr	AMA1 RON2 block	TbPYK inhibitor	LmPK inh
13	-8%	-1%	0%
14	30%[activator]	0%	-13%
15	5%	5%	-1%
16	0%	5%	3%
17	-5%	-2%	·
18	·	·	3%
19	-2%	3%	7%
20	-7%	0%	5%
21	-4%	-10%	·
22	6%	1%	0%
23	-3%	1%	-1%
24	-5%	-4%	5%

Further structures follow:
nr	mol	AmpC inh detg	HCV inhibitor	AmpC no deterg	HCMV inh
25	COc1ccc(OCC(=O)N2N=C(C(F)F)CC2(O)C(F)F)cc1 (stereo not drawn)	-4%	35%[activator]	-19%	-27
26	COc1ccccc1C(=O)Nc1ccc(OCc2nnc3c4ccccc4c(C)nn23)cc1	-12%	?	208%[activator]	-22
27	S=c1[nH]nc(-c2ccn[nH]2)n1-c1ccccc1Cl	8%	-5%	-26%	30
28	O=C1C2=C(Nc3ccccc3SC2c2ccc(C(F)(F)F)cc2)c2ccccc21 (stereo not drawn)	5%	·	·	-99*
29	O=S1(=O)CC(N2CCN(CCO)CC2)CN1Cc1cn(Cc2ccccc2)nn1 (stereo not drawn)	·	·	·	-11
30	Cc1c(Cl)cccc1-c1ccc(CNCc2ccccn2)o1	?	-10%	76%[activator]	-15
31	O=C(NCc1ccccc1Cl)C1=Cc2cc(Br)ccc2OC1	5%	·	·	-4
32	CCC(C)(C(=O)NC1CCCC1)N(C(=O)c1ccccn1)c1ccc(C)cc1 (stereo not drawn)	-10%	?	15%	23
33	Cc1cccc(C(=O)NCCNc2nc3cc(C)c(C)cc3cc2C)c1	-15%	-11%	134%[activator]	?
34	COc1ccc(-n2c(SCC(=O)Nc3ccc(C(=O)O)cc3)nnc2-c2cccs2)cc1	-4%	-2%&-1%	-25%	2
35	COc1ccc(OC)c(S(=O)(=O)n2nnc3cc(Cl)ccc32)c1	-8%	-10%	-5%	20
36	COc1cc(/C=C/C(=O)OCC(=O)N2CCOCC2)ccc1OCC#N	?	4%	-7%[11.4 µM]	-7

nr	AMA1 RON2 block	TbPYK inhibitor	LmPK inh
25	-1%	-6%	-7%
26	-4%	-2%	1%
27	55%[activator]	?	?
28	·	-13%	·
29	3%	-2%	·
30	-29%	-3%	11%
31	·	-5%	·
32	5%	2%	-2%
33	-14%	10%	-4%
34	-2%	-26%	-16%
35	-1%	-2%	-4%
36	0%	-25%	2%

Carrying on:
nr	mol	AmpC inh detg	HCV inhibitor	AmpC no deterg	HCMV inh
37	CCn1c(C)c(C)c2cc(C(=O)NCCc3cc(OC)ccc3OC)ccc21	0%	·	·	0
38	O=C(NCCc1ccc(Cl)cc1)C1CCC(CNc2nc(=S)[nH]c3ccccc23)CC1 (stereo not drawn)	5%	11µM*	-29%	-82*
39	COc1ccc(N2CCN(CC(=O)Nc3ccccc3C(=O)NCc3ccccc3)CC2)cc1	-11%	?	27%	14
40	Cc1ccc(-c2noc(COc3ccc4c(c3)OCO4)n2)cc1	3%	3%	-28%	37
41	COc1cccc(-c2ccc(NC(=O)C3CCCN(Cc4cnn(C)c4)C3)cc2)c1 (stereo not drawn)	-2%	13µM*	131%[activator]	11
42	CN(C)C1=C(Cl)C(=O)N(c2ccc(Cl)c(Cl)c2)C1=O	-7%	6%	-37%	-21
43	CCc1nc2ccc(C(=O)NC3CCC(C)CC3)cc2nc1CC (stereo not drawn)	?	?	6%	22
44	CC1=C(C)CC(C(=O)Nc2nc(-c3ccc(F)cc3)c(C)s2)C(C(=O)O)C1 (stereo not drawn)	6%	3%	-36%	4
45	CCn1c2ccccc2c2cc(NC(=O)c3ccc([N+](=O)[O-])cc3)ccc21	-19%	0%	-17%	-8
46	N#Cc1c(-c2ccco2)ccn(Cc2cccc(F)c2)c1=O	3%	-7%	-18%	-2
47	CN1CCN(Cc2nnc3n2-c2ccc(Cl)cc2C(c2ccccc2)=NC3)CC1	3%	6%	-15%	16

nr	AMA1 RON2 block	TbPYK inhibitor	LmPK inh
37	·	-10%[15.4 µM]	·
38	63%[activator]	1%	4%
39	-25%	2%	·
40	-4%	2%	-6%
41	-12%	-8%	7%
42	10%	-3%	1%
43	-4%	-6%	2%
44	12%	-5%	2%
45	-9%	-6%	4%
46	0%	-5%	1%
47	40%[activator]	-12%	-2%

Entries above that contain a nitro group on carbon (2):
nr	mol	AmpC inh detg	HCV inhibitor	AmpC no deterg	HCMV inh
8	O=C1NC(c2ccc(-c3ccccc3[N+](=O)[O-])o2)C(C(=O)c2ccccc2)C(O)(C(F)(F)F)N1 (stereo not drawn)	?	-11%	0%	2
45	CCn1c2ccccc2c2cc(NC(=O)c3ccc([N+](=O)[O-])cc3)ccc21	-19%	0%	-17%	-8

nr	AMA1 RON2 block	TbPYK inhibitor	LmPK inh
8	-12%	-3%	-2%
45	-9%	-6%	4%

Among those listed so far, seven have fluorine.
nr	mol	AmpC inh detg	HCV inhibitor	AmpC no deterg	HCMV inh
4	CC(=O)c1cccc(Nc2ccc(-c3ccccc3F)nn2)c1	3%	?	-48%	77
8	O=C1NC(c2ccc(-c3ccccc3[N+](=O)[O-])o2)C(C(=O)c2ccccc2)C(O)(C(F)(F)F)N1 (stereo not drawn)	?	-11%	0%	2
13	Cc1nn(-c2ccccc2)c(C)c1C(=O)NNC(=O)C(F)(F)F	-2%	-5%	-15%	-9
25	COc1ccc(OCC(=O)N2N=C(C(F)F)CC2(O)C(F)F)cc1 (stereo not drawn)	-4%	35%[activator]	-19%	-27
28	O=C1C2=C(Nc3ccccc3SC2c2ccc(C(F)(F)F)cc2)c2ccccc21 (stereo not drawn)	5%	·	·	-99*
44	CC1=C(C)CC(C(=O)Nc2nc(-c3ccc(F)cc3)c(C)s2)C(C(=O)O)C1 (stereo not drawn)	6%	3%	-36%	4
46	N#Cc1c(-c2ccco2)ccn(Cc2cccc(F)c2)c1=O	3%	-7%	-18%	-2

nr	AMA1 RON2 block	TbPYK inhibitor	LmPK inh
4	16%	-1%	6%
8	-12%	-3%	-2%
13	-8%	-1%	0%
25	-1%	-6%	-7%
28	·	-13%	·
44	12%	-5%	2%
46	0%	-5%	1%

Compound activity deposited in PubChem by National Center for Advancing Translational Sciences (NCATS).
